sPLA2-III inh – human group III sPLA2 inhibitors, primary screen, biochemical, QFRET, BODIPY PC-A2 liposome substrate | inhibition, % at 12.2 µM | hit rate 0.56% among 370,000 | Group 3 secretory phospholipase A2 (Homo sapiens), Q9NZ20 | AID 743126, 2013 | QFRET BODIPY PC-A2 liposome hydrolysis, fluorescence;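 active = inhibition above mean plus 3 SD of compounds lying within the high and low control bounds, cut at about 19% in these data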;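 also: 0% = median of test compound wells and 100% = no enzyme DMSO wells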
Target sequence (Q9NZ20 whole entry, looked up): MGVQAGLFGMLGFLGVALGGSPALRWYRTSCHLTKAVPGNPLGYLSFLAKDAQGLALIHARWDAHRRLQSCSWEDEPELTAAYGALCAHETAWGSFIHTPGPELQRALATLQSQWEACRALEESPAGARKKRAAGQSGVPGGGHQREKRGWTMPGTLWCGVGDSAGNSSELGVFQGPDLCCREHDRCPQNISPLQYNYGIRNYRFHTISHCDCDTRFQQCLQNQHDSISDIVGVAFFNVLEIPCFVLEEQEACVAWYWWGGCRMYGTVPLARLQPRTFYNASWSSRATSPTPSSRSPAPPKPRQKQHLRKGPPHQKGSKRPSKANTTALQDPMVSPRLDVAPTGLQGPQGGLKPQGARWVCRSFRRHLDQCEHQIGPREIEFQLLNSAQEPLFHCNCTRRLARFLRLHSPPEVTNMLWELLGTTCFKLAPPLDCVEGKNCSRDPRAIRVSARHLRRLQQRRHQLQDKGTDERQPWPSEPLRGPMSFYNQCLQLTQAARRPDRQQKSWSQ
DAX1 inh-1 – DAX1 (NR0B1) inhibitors on StAR promoter, primary screen, cell-based, luminescence, SF-1 (NR5A1), full-length DAX-1 | AID 652010, 2013 | hit rate 1.1% among 370,000 | inhibition, % at 6.8 µM | HEK293T StAR-luciferase reporter, SF-1/DAX-1 repression relief;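 active = inhibition above the mean over all tested compounds plus 3 SD, cut at about 3.6% in these data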;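 also: 0% = DAX-1 cells with DMSO and 100% = cells lacking DAX-1 with DMSO; higher inhibition means more luminescence from relief of DAX-1 repression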
ssDAF12 agonist – S. stercoralis DAF-12 nuclear receptor activators, primary screen, cell-based, luminescence, HEK293, GRIP1 co-expression, lit1-tk-luc | activation, % at 6.8 µM | Nuclear hormone receptor DAF-12 (Strongyloides stercoralis) | hit rate 1% among 370,000 | HEK293 ssDAF-12/GRIP1 lit1-tk-luc reporter; % of 3 µM dafachronic acid response;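 active = activation above the mean over all tested compounds plus 3 SD, cut at about 0.9% in these data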;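 also: 0% = DMSO-only wells and 100% = 3 µM delta7-dafachronic acid wells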
hgDAF12 agonist – H. glycines DAF-12 receptor agonists, primary screen, cell-based, luminescence, HEK293, GAL4 fusion, UAS-luciferase; Nuclear hormone receptor DAF-12 (Heterodera glycines), GAL4 fusion; HEK293 GAL4-hgDAF12 UAS-luciferase reporter, agonist luminescence; normalized to butyrate control; activation, % at 6.8 µM; hit rate 1.8% among 370,000; AID 687014, 2013;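 active = activation above a cutoff set at the mean of all screened compounds plus 3 SD, cut at about 10% in these data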;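 also: 0% = DMSO wells and 100% = sodium butyrate wells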
DAX1 inh-2 – DAX1 (NR0B1) inhibitors, primary screen, cell-based, HEK293, Gal4-DAX1, luciferase luminescence. Nuclear receptor subfamily 0 group B member 1 (Homo sapiens), P51843. HEK293 Gal4-DAX1 luciferase reporter. inhibition, % at 6.75 µM. hit rate 0.99% among 340,000. AID 504766, 2011;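 active = inhibition above the mean over all tested compounds plus 3 SD, cut at about 4.2% in these data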;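 also: 0% = DAX1-transfected cells with DMSO and 100% = empty-vector control cells with DMSO; inhibition shows as a rise in luminescence from relieved DAX1 repression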
Target sequence (P51843 207-470 limits assumed): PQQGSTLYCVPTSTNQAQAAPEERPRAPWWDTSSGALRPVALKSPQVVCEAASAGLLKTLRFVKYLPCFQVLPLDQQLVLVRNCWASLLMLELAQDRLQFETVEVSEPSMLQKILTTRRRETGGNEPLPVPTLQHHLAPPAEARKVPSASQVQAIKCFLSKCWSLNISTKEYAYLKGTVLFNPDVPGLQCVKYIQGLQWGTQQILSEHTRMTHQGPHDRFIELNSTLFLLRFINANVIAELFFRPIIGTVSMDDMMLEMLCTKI
hcDAF-12 act – H. contortus DAF-12 nuclear receptor activators, primary screen, cell-based, luminescence, HEK293, lit1-tk-luc reporter; activation, % at 6.8 µM; AID 652067, 2013; HEK293 hcDAF-12 lit1-tk-luc reporter; 0% DMSO, 100% Δ7-dafachronic acid; hit rate 1.4% among 370,000;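 active = activation above the mean of all tested compounds plus 3 SD, cut at about 5.5% in these data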;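 also: 100% = response to 3 µM Δ7-dafachronic acid high control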
GAA850 FXN act – FXN promoter activators, primary screen, cell-based, luciferase luminescence, HEK293 lucGAA850; HEK293 lucGAA850 FXN promoter luciferase reporter, 24 h; percent of 10 µM SAHA response; activation, % at 6 µM; hit rate 0.56% among 360,000; AID 540364, 2011;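 active = activation above the average of all compounds screened plus 3 SD, cutoff fixed separately per campaign, cut at about 7.5% in these data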;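 also: 0% = DMSO wells and 100% = 10 µM SAHA wells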
GC-B act – human GC-B receptor activators, primary screen, HEK293 GC-B cells, cGMP TR-FRET, EC30 CNP. 0% at EC30 CNP, 100% saturating CNP. activation, % at 10 µM. hit rate 0.11% among 370,000. AID 1920062, 2024;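 active = activation at 10 µM reaching about 35% in either raw or pattern-adjusted values, limit read from the data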
SMARCA2 act – SMARCA2 (BRM) function activators, primary screen, cell-based, luminescence, high throughput; MG213 cells, MMTV-luciferase reporter, dexamethasone, overnight; activation, % at 9.1 µM; hit rate 1% among 370,000; AID 652017, 2013; in the data active = activation above about 7.8%;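 also: 0% = vehicle wells and 100% = reference activator wells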
NPR1 activator – GC-A stimulated cGMP production enhancers – HEK293 GC-A cells, cGMP TR-FRET, EC30 ANP, primary screen; Atrial natriuretic peptide receptor 1 (Homo sapiens), P16066; 0% at EC30 ANP, 100% saturating ANP; activation, % at 10 µM; hit rate 0.14% among 370,000; in the data active = activation above about 40%
KLK7 zymogen act – proKLK7 zymogen activators, primary screen, biochemical, fluorescence intensity. AID 652039, 2013. activation, % at 7 µM. hit rate 0.9% among 370,000. Kallikrein-7 (Homo sapiens), P49862. purified proKLK7, EDANS-DABCYL substrate fluorescence; 100% is mature enzyme control, 0% vehicle;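 active = activation above the mean of all tested compounds plus 3 SD, computed per campaign excluding outliers beyond control limits, cut at about 13% in these data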
Target sequence (P49862 whole entry, looked up): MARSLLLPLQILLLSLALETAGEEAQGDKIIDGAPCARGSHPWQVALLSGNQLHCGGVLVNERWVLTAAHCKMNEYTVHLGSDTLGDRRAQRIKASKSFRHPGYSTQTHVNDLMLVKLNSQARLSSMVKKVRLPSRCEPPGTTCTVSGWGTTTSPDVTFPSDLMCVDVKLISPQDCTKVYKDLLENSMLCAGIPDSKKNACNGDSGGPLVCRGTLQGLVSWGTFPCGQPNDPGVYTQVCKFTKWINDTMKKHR
Numbers without * were called inactive; x = no result given.

(1) CCOc1ccc(-c2ncncc2-c2ccccc2OC)c(O)c1
(2) O=C(CSc1nnc(CNC(=O)c2c(F)cccc2Cl)o1)NCc1ccccc1
(3) O=C(c1ccccc1)N(C(=O)c1ccccc1)N1CCCC1
(4) CC(C)(C)c1nc[nH]c(=O)c1Br
(5) CCCC1=NN(c2ccc([N+](=O)[O-])cc2)C(=O)/C1=C\N(C)C
(6) CCCn1c(=O)c2c(C(F)(F)F)cc(-c3cccs3)nc2n(CCC)c1=O
(7) CC(C)(C)NC(=O)C(=O)NNC(=O)c1ccc(C(C)(C)C)cc1
(8) CCCCN(C(=O)C1=NN(c2cc(C)ccc2C)C(=O)CC1)c1c(N)n(CCC)c(=O)[nH]c1=O

assay / entry	1	2	3	4	5	6	7	8
sPLA2-III inh	-5	5	8	11	0	2	-6	-1
DAX1 inh-1	-0.3	-0.1	-4.6	0.0	0.7	0.4	-0.3	0.3
ssDAF12 agonist	-1.5	-1.0	-0.4	-1.4	-0.4	-1.7	-1.3	-1.1
hgDAF12 agonist	1.2	-2.4	-2.2	0.2	2.6	-1.6	1.5	-2.9
DAX1 inh-2	1.1	-0.4	1.6	0.0	-0.4	-0.2	-1.0	0.1
hcDAF-12 act	-3.0	0.7	0.5	-2.2	1.6	2.0	4.5	-1.2
GAA850 FXN act	-0.1	2.2	0.7	0.0	1.8	-3.1	2.1	-0.1
GC-B act	-2	-2	-3	11	-1	-1	2	-3
SMARCA2 act	0	-1	1	-1	3	1	-2	-2
NPR1 activator	-4	0	-2	2	-2	11	2	-6
KLK7 zymogen act	0.1	-0.1	-0.2	-0.1	-0.1	-2.3	0.1	-0.5

(9) Cc1ccc(OCCn2cc(Br)c(=O)[nH]c2=O)cc1
(10) CCc1ccc(N2C(=O)CC(Cn3nc(C)cc3C)C2=O)cc1 (stereo not given)
(11) Cc1ccccc1NC(=O)N(O)C1(C#N)CCCCC1
(12) N#CC(c1ccc(Cl)cc1)N1CCOCC1 (stereo not given)
(13) O=C1Nc2ccccc2Nc2ccc([N+](=O)[O-])cc21
(14) CCOC(=O)C1=CCN(S(=O)(=O)c2ccccc2F)C1c1cccc(Br)c1 (stereo not given)
(15) O=C(CC12CC3CC(CC(C3)C1)C2)N1CCN(S(=O)(=O)c2cccs2)CC1
(16) O=S(=O)(Nc1cccc(-n2cnnn2)c1)c1ccc(F)cc1

assay / entry	9	10	11	12	13	14	15	16
sPLA2-III inh	4	-1	-3	4	1	-4	-6	-1
DAX1 inh-1	-0.8	-0.3	-0.9	-0.4	0.3	-1.4	-0.5	1.6
ssDAF12 agonist	-0.6	-0.8	0.0	-1.3	-1.2	-1.0	-1.3	-1.1
hgDAF12 agonist	-0.7	-0.4	-1.4	1.5	-0.3	-2.0	-1.4	-1.9
DAX1 inh-2	-1.5	5.1*	-0.5	1.9	-1.4	x	-1.4	1.3
hcDAF-12 act	-1.6	0.3	0.2	-0.9	0.2	-3.4	-1.5	0.0
GAA850 FXN act	-1.2	0.8	1.1	0.2	8.3*	x	1.6	-3.4
GC-B act	-13	-9	5	-5	-6	-4	7	7
SMARCA2 act	-5	3	-1	2	-3	-3	-1	1
NPR1 activator	-4	-1	2	3	-8	-11	1	-1
KLK7 zymogen act	-0.4	0.0	0.1	-0.3	-0.1	0.1	-0.7	0.0

Of the compounds above, these contain a cyano group:
(11) Cc1ccccc1NC(=O)N(O)C1(C#N)CCCCC1
(12) N#CC(c1ccc(Cl)cc1)N1CCOCC1 (stereo not given)

assay / entry	11	12
sPLA2-III inh	-3	4
DAX1 inh-1	-0.9	-0.4
ssDAF12 agonist	0.0	-1.3
hgDAF12 agonist	-1.4	1.5
DAX1 inh-2	-0.5	1.9
hcDAF-12 act	0.2	-0.9
GAA850 FXN act	1.1	0.2
GC-B act	5	-5
SMARCA2 act	-1	2
NPR1 activator	2	3
KLK7 zymogen act	0.1	-0.3

Look-ups from above:
In GC-B act, entry 1 is entered as -2
In SMARCA2 act, entry 5 is entered as 3

Going on with the list.
(17) CCOc1ncccc1C(=O)Nc1ccccc1N1CCOCC1
(18) Cn1c(Cc2ccccc2)nnc1SCc1nc2ccccc2c(=O)[nH]1
(19) O=C(CN1C(=O)COc2ccccc21)NCCN1CCOCC1
(20) Cc1nnc(NC(=O)CSc2ccccn2)s1
(21) COC(=O)C1=C(C)N(Cc2ccc(C)cc2)C(=O)/C1=C\c1ccc(O)c(OC)c1
(22) O=C(O)Cc1n[nH]c(=O)c2ccccc12
(23) CCCCNC(=O)Nc1cc(C(=O)OC)ccc1Cl
(24) Cc1ccc(OCC(=O)N/N=C\c2c(C)[nH]n(-c3ccccc3)c2=O)c([N+](=O)[O-])c1

assay / entry	17	18	19	20	21	22	23	24
sPLA2-III inh	7	5	8	2	-27	7	-1	-15
DAX1 inh-1	0.2	0.9	0.1	0.6	-0.5	0.1	-0.3	-0.9
ssDAF12 agonist	-0.9	-1.0	-1.6	-1.2	-1.1	-0.7	-0.6	0.0
hgDAF12 agonist	-5.3	-1.9	-0.3	2.4	0.6	-0.3	0.4	-0.7
DAX1 inh-2	-0.7	0.8	-0.4	-1.2	0.4	1.8	-0.6	-0.9
hcDAF-12 act	1.2	0.3	-1.1	-2.0	-2.0	-1.8	-2.2	-0.8
GAA850 FXN act	-1.0	0.9	0.3	-1.1	1.2	0.5	-2.5	-0.2
GC-B act	7	-4	7	4	15	3	0	1
SMARCA2 act	-1	-1	-3	1	-1	1	0	-3
NPR1 activator	7	1	2	1	16	0	4	1
KLK7 zymogen act	-0.1	0.0	0.1	-0.1	0.1	-0.8	1.4	-0.5

(25) O=C(Nc1ccc(S(=O)(=O)Nc2ncccn2)cc1)c1ccc(N2CCCC2=O)cc1
(26) O=C1C2C3c4ccccc4C(Br)(c4ccccc43)C2C(=O)N1c1ccccc1O (stereo not given)
(27) Cc1c(Cl)cccc1NC(=S)NCCCN(C)C
(28) COc1ccc(S(=O)(=O)N(C)C[C@@H]2OCc3cnnn3CCCC(=O)N([C@@H](C)CO)C[C@H]2C)cc1
(29) CCOC(=O)C(C)Sc1nc2c([nH]c3ccccc32)c(=O)n1C (stereo not given)
(30) CCOc1ccccc1-n1cnc(C#N)c1N
(31) CCCCN(C)C(=O)c1sc(=O)n(Cc2c(C)cccc2C)c1C
(32) NC(=O)[C@H]1CC2(CC(c3cccc(NC(=O)COc4ccc(Cl)cc4)c3)=NO2)CN1C(=O)C(c1ccccc1)c1ccccc1 (stereo not given in full)

assay / entry	25	26	27	28	29	30	31	32
sPLA2-III inh	-1	-7	4	4	11	12	10	-44
DAX1 inh-1	0.4	-0.1	-0.2	0.1	0.6	0.6	-0.4	-0.1
ssDAF12 agonist	-1.2	-0.7	-0.9	-1.6	-0.4	-1.3	-1.2	-1.9
hgDAF12 agonist	-0.8	0.5	-0.6	0.5	-2.1	3.2	-3.7	-3.0
DAX1 inh-2	0.4	-0.1	-1.3	1.0	1.6	2.7	x	-1.0
hcDAF-12 act	1.7	-1.0	-0.4	-0.6	1.7	0.1	-1.4	-2.9
GAA850 FXN act	0.2	0.4	1.1	0.0	0.4	1.6	-0.5	-0.9
GC-B act	3	1	3	1	-5	4	-2	3
SMARCA2 act	1	0	1	-1	-5	-3	1	-1
NPR1 activator	3	-2	2	-1	-5	-2	-5	0
KLK7 zymogen act	0.5	-0.5	-0.4	0.1	0.1	0.2	-0.4	0.6

(33) O=C(COC(=O)CCc1ccc(S(=O)(=O)N2CCOCC2)cc1)Nc1ccccc1[N+](=O)[O-]
(34) CCOc1ccccc1NC(=O)CSc1nnc(CNC(=O)COc2ccc(Cl)cc2)o1
(35) CCOc1ccc(S(=O)(=O)NCCC(=O)NC2CCN(Cc3ccccc3)CC2)cc1
(36) Cn1c(O)c(N=Nc2ccccc2)c2ccccc21
(37) N#C/C(=C\c1ccccc1Cl)C(=O)NC(=O)Oc1ccccc1
(38) COc1cccc(CC(=O)OCC(=O)NCC(=O)Nc2cccc(C)c2C)c1
(39) CC1(C)Cc2c(sc(NC(=O)/C=C/C(=O)O)c2C#N)CO1
(40) O=C(COC(=O)C1CC2C=CC1C2)Nc1ccc2c(c1)OC(F)(F)O2 (stereo not given)
(41) O=C(COC(=O)c1cccc([N+](=O)[O-])c1)NCC1CCCO1 (stereo not given)

assay / entry	33	34	35	36	37	38	39	40	41
sPLA2-III inh	-10	-3	-10	-4	7	2	-1	6	3
DAX1 inh-1	1.1	0.2	0.4	-0.3	-0.5	-0.7	-0.8	-0.8	0.4
ssDAF12 agonist	-0.3	-0.3	-1.5	1.2*	-1.5	-0.8	-1.0	-1.1	-1.1
hgDAF12 agonist	1.2	-0.3	-3.2	0.3	0.6	2.0	-0.1	-1.2	-1.3
DAX1 inh-2	-0.3	-0.2	-0.9	0.4	0.0	-1.2	3.4	0.3	-0.7
hcDAF-12 act	5.6*	-0.6	-1.0	4.0	-1.1	-0.6	0.6	1.1	-1.3
GAA850 FXN act	1.8	0.8	-0.6	2.1	1.3	2.8	0.8	3.0	0.5
GC-B act	1	-6	-2	1	-5	6	5	-1	-2
SMARCA2 act	-2	2	2	-3	0	-2	-1	-1	2
NPR1 activator	-1	-3	-1	-3	-6	3	0	5	1
KLK7 zymogen act	0.2	-0.2	-0.4	-0.3	-0.5	-0.5	0.8	-0.1	0.2
